CRFBP-R2 block: antagonists of CRF-binding protein/CRF-R2 receptor complex | HEK293 CRF-R2/CRF-BP, CRF-induced calcium fluorescence | 350,000 tested, 0.59% active | inhibition, % at 11.8 µM;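 active = inhibition of the ligand-induced calcium signal above about 50% at the single tested concentration, limit read from the data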
M5 ag: CHRM5 agonism in calcium assay. P08912. CHO-K1 hM5 cells, Fluo-8 calcium fluorescence; 0% DMSO wells, 100% maximal acetylcholine response. activation, % at 3 µM. 360,000 tested, 0.19% active. AID 624037;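 active = activation above the run's mean over test compounds plus 3 SD, cut at about 23% in these data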;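 note: signal is peak over basal fluorescence ratio across the kinetic read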
CHRM5 PAM: CHRM5 positive allosteric modulation; CHO-K1 hM5, Fluo-8 calcium, ACh EC20 PAM; 0% = ACh EC20, 100% = ACh EC100; activation, % at 3 µM; 360,000 tested, 0.3% active;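 active = activation above the run cutoff, the mean activation of all test compounds plus 3 SD, cut at about 18% in these data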
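System – CHO-K1 hM5 cells · Compound – 3 µM, single dose · Incubation – compound preincubation 140 s before EC20 acetylcholine addition · Technique – Fluo-8 calcium fluorescence · Measure – Max/basal fluorescence ratio as % of EC20–EC100 ACh window · Benchmarks – low control EC20 acetylcholine (0%), high control EC100 acetylcholine (100%) · Replication – singlicate, one well per test compound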
CHRM5 antagonist: blocks acetylcholine activation of human M5 receptor; CHO-hM5 cells, Fluo-8 calcium fluorescence, ACh EC80; 360,000 tested, 0.59% active; P08912; inhibition, % at 3 µM;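 active = inhibition above a per-plate cutoff, the mean of that plate's test compounds plus 3 SD, cut at about 27% in these data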;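 note: 0% = acetylcholine EC80 with DMSO and 100% = DMSO without agonist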
CRFBP-R2 agonist: CRF-BP/CRF-R2 complex agonism | HEK293 CRF-R2/CRF-BP, calcium dye fluorescence (FLIPR); percent of saturating CRF peptide response | activation, % at 13.2 µM | 350,000 tested, 0.46% active | AID 588473;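 active = activation of at least 50%, plus an integration ratio under a set limit after plate pattern correction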;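 note: plate controls were neutral control wells without compound for no effect and CRF at EC100 for full effect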
CHRM4 antagonist: antagonists of human muscarinic M4 receptor (CHRM4); P08173; CHO-hM4 cells, ACh EC80, Fluo-8 calcium fluorescence; inhibition, % at 3 µM; 360,000 tested, 0.73% active; AID 624125;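 active = inhibition above its plate's cutoff, the mean inhibition of sample wells plus 3 SD, cut at about 27% in these data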;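 note: 0% = acetylcholine EC80 with DMSO and 100% = DMSO without agonist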
CHRM4 PAM: positive allosteric modulators of human muscarinic M4 receptor; CHO-K1 hM4/Gqi5, Fluo-8 calcium fluorescence, ACh EC20; 0% = ACh EC20, 100% = maximal ACh; activation, % at 3 µM; 360,000 tested, 0.4% active;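 active = activation above its plate's cutoff, the mean activation of sample wells plus 3 SD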; note: some results filed as inactive read as strong as hits
IDE cell inh: inhibits human insulin-degrading enzyme in HEK cells; inhibition, % at 5.59 µM; FAbetaB cleavage, fluorescence polarization; P14735; AID 434962; 320,000 tested, 0.41% active;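 active = percent inhibition above the average of all tested compounds plus 3 SD, set per screening campaign, cut at about 16% in these data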;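 note: IDE supplied by intact live HEK cells; FP after avidin binding of uncleaved biotin substrate so inhibition keeps polarization high; 0% = DMSO wells and 100% = 60 µM reference IDE inhibitor Ii1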
Target sequence (P14735 whole entry, looked up): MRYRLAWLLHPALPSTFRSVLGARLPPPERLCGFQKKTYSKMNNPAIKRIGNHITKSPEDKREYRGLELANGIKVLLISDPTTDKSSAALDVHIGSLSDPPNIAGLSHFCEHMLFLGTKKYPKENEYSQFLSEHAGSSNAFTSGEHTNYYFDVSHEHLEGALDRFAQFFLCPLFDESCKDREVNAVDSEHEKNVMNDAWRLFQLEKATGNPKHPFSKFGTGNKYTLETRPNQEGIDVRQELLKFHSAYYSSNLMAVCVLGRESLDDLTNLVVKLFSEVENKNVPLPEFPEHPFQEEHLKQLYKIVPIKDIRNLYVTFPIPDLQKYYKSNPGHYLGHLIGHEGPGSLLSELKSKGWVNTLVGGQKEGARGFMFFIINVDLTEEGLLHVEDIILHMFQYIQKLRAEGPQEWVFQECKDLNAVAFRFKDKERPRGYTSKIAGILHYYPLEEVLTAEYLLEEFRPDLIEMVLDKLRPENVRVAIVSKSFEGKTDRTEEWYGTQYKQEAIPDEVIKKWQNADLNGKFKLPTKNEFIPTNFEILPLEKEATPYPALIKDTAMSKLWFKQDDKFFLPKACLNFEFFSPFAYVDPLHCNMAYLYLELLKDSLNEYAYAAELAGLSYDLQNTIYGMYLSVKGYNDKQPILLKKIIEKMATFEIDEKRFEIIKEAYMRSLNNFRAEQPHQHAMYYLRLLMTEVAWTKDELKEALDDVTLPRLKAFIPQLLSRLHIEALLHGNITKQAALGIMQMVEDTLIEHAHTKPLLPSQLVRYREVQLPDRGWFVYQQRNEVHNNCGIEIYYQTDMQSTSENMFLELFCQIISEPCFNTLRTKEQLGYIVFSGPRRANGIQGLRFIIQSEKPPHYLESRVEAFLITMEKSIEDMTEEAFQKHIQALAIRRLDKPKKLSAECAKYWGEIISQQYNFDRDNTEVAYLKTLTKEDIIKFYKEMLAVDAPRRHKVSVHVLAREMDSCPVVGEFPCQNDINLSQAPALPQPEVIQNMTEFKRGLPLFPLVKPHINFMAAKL
CHRM4 agonist: CHRM4 agonism in calcium assay; P08173; CHO-K1 hM4/Gqi5, Fluo-8 calcium fluorescence; vehicle 0%, full acetylcholine response 100%; activation, % at 3 µM; 360,000 tested, 0.14% active;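 active = activation above the run mean over all test wells plus 3 SD, cut at about 32% in these data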;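 note: peak over basal fluorescence ratio per well then scaled between controls; 0% = DMSO wells and 100% = acetylcholine at EC100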
An asterisk follows results filed as active; / = no result given; & = joins results of further samples.

The line under a structure holds: CRFBP-R2 block, M5 ag, CHRM5 PAM, CHRM5 antagonist, CRFBP-R2 agonist, CHRM4 antagonist, CHRM4 PAM, IDE cell inh, CHRM4 agonist
- CSc1ccc(/C=N/NC(=O)c2ccccc2Cl)cc1
→ 10, 1, 1, 9, -7.6, -4, 3, -3, 4
- N#Cc1cnn(-c2ccccc2)c1NC(=O)c1ccccc1F
→ 2, -3, 1, 11, 0.4, 0, 12, -2, 1
- O=C(c1cccnc1)N1CCN(C(=O)c2cccc(Cl)c2)CC1
→ 23, -4, 9, -10, 4.0, -9, 6, -2, 0
- C=CCc1ccccc1OCC(O)CN1CCN(c2ccccc2OC)CC1 (stereo unspecified)
→ -3&3, -2&-2, -13&-2, 6&1, 0.2&-1.7, -5&-4, -5&-4, -9, 9&6
- CC1CCCN(C(=O)CSCC(=O)N=c2sc3ccccc3n2C)C1 (stereo unspecified)
→ -25, -3, -4, -4, 2.4, 0, -3, 2, 3
- O=[N+]([O-])c1cccc(S(=O)(=O)N2CCN(c3ccccn3)CC2)c1
→ 1, -25, -5, -1, -0.8, -3, -6, 7, 2
- Cc1ccccc1CN1C(=O)CSCC1(C)C(=O)Nc1c(C)cccc1C (stereo unspecified)
→ /, 2, 0, -4, /, 0, 3, /, 2
- C[C@@H]1NS(=O)(=O)c2cc(Cl)ccc2O[C@@H]1c1ccccc1
→ -14, -2, -6, 8, -1.1, -7, 5, /, 2
- Cn1cc(CN2CCN(CCc3ccccc3)C(CCO)C2)cn1 (stereo unspecified)
→ -1, -2, 3, 1, 0.0, 4, -2, -8, 1
- Cn1cnc([N+](=O)[O-])c1S(=O)(=O)Nc1ccccc1
→ -16, 0, 8, 3, -1.5, 4, 0, /, -1
- COC(=O)c1cc(-c2cccc(OC)c2)on1
→ 13, -2, 3, -4, 0.0, 1, 0, 1, 0
- Cc1cc(C)cc(NC(=O)Cn2c(-c3ccccc3Cl)nc3ccccc32)c1
→ 12, -3, 3, -8, 3.4, -5, 2, 6, 1
- CC(C)C(NC(=O)c1ccccc1NC(=O)C(C)(C)C)C(=O)N1CCOCC1 (stereo unspecified)
→ 1, -1, -9, 6, 0.8, 4, 3, 3, 1
- Cn1c(SCC(=O)NC(=O)c2cccc([N+](=O)[O-])c2)nnc1-c1ccc(F)cc1
→ 10, 0, 3, -4, -0.7, 6, 15, 2, 0
- CC(Sc1ccc2ccccc2c1)C(=O)NC(N)=O (stereo unspecified)
→ 1, -2, -4, 9, -1.3, -12, 4, 4, 3

(cont.)
The line under a structure holds: CRFBP-R2 block, M5 ag, CHRM5 PAM, CHRM5 antagonist, CRFBP-R2 agonist, CHRM4 antagonist, CHRM4 PAM, IDE cell inh, CHRM4 agonist
- COc1cc(OC)cc(C(=O)NCc2ccc(-n3cccc3)cc2)c1
→ 33, -4, 10, 1, -3.0, -7, 6, 2, 1
- COc1ccc(-c2cnc3c(c2)C(=O)N([C@H](C)CO)C[C@@H](C)[C@@H](CN(C)C(=O)NC2CCCC2)O3)cc1
→ 5, -1, 5, 2, 3.4, -8, 8, /, 1
- Oc1cccc2ccc(/C=C/c3cccs3)nc12
→ -13, -3, 4, -3, 0.4, -2, 14, 9, -3
- COc1ccc(NS(=O)(=O)c2ccc(C)c(C(=O)NCC(c3cccs3)N3CCOCC3)c2)cc1 (stereo unspecified)
→ 6, 0, -3, 3, -1.4, -2, 9, 3, 2
- COc1ccc(CCN(C)C2CCCN(C(=O)CCC(F)(F)F)C2)cc1OC (stereo unspecified)
→ -4, -10, 7, 2, 0.3, -6, 1, -1, 0
- CC1CCN(S(=O)(=O)N2CCCC(C(=O)NCc3ccccc3Cl)C2)CC1 (stereo unspecified)
→ 2, -5, -6, 5, -1.4, 12, 2, 5, 4
- CS(=O)(=O)c1ccc(Cl)c(NC(=O)c2cccc(-n3cnnn3)c2)c1
→ 4, -3, 1, 5, 0.0, 0, -3, 2, 1
- O=C1N=c2ccc(Br)cc2=C1c1sc(=S)n(NS(=O)(=O)c2ccccc2)c1O
→ 21, -3, -1, 9, 0.5, -5, 1, 4, 1
- CC(=O)c1ccc(OCc2cc(C(=O)N(C)Cc3ncc(C)[nH]3)no2)cc1
→ 4, -6, -6, 0, 0.0, -4, -9, /, 0
- CCOC(=O)/C=c1\s/c(=C\c2ccc3c(c2)OCCO3)c(=O)n1CC(=O)NCC1CCCO1 (stereo unspecified)
→ 26, -4, -3, 0, 3.9, 7, -4, -8, 0
- CCOC(=O)CSC1=C(C#N)C(c2ccccc2OC)CC(=O)N1 (stereo unspecified)
→ 4, 3, -4, 4, 0.2, 2, -5, -1, 0
- O=C1C=C(Nc2ccc(Cl)cc2Cl)CC(c2ccco2)C1 (stereo unspecified)
→ 0, -2, -11, 17, -1.6, -7, -5, 1, 9
- O=C(NNC1=NCCN1Cc1ccccc1)c1cccc(C(F)(F)F)c1
→ -1, -3, 6, -1, 0.3, -8, -2, 5, 1
- Cc1noc(C)c1COc1ccc(C(=O)OCC(=O)Nc2cccc(S(=O)(=O)N3CCOCC3)c2)cc1
→ -12, 1, -10, 4, 0.3, 6, -20, 0, 11
- CSc1nc(Oc2ccccc2)c2sccc2n1
→ 20, -2, 0, -4, -0.7, 6, 8, 3, -3

Complete entries as entered above. Screens in order: CRFBP-R2 block | M5 ag | CHRM5 PAM | CHRM5 antagonist | CRFBP-R2 agonist | CHRM4 antagonist | CHRM4 PAM | IDE cell inh | CHRM4 agonist
O=C(NNC1=NCCN1Cc1ccccc1)c1cccc(C(F)(F)F)c1 is listed as -1 | -3 | 6 | -1 | 0.3 | -8 | -2 | 5 | 1
CC1CCCN(C(=O)CSCC(=O)N=c2sc3ccccc3n2C)C1 (stereo unspecified) is listed as -25 | -3 | -4 | -4 | 2.4 | 0 | -3 | 2 | 3

Other entries
The line under a structure holds: CRFBP-R2 block, M5 ag, CHRM5 PAM, CHRM5 antagonist, CRFBP-R2 agonist, CHRM4 antagonist, CHRM4 PAM, IDE cell inh, CHRM4 agonist
- Cc1nn(-c2ccccc2)c2nc(C(F)(F)F)[nH]c(=O)c12
→ 28, 0, -3, 4, -0.8, 6, -5, 3, 1
- O=C1NC(=O)/C(=C/c2ccco2)N1
→ 4, 5, 2, 11, 0.0, 3, 0, -5, 1
- CCn1nc(C)c(NC(=O)CCSc2nc(-c3ccco3)cc(C(F)(F)F)n2)c1C
→ 0, 0, 1, -4, -1.9, 4, -2, 2, 4
- CC1CCN(S(=O)(=O)c2ccc(NC(=O)c3ccncc3)cc2)CC1
→ -1, 2, -4, -4, -0.4, -2, -11, -1, 11
- Cc1ccccc1OC(C)C(=O)Nc1ccc(S(=O)(=O)Nc2nccs2)cc1 (stereo unspecified)
→ 4, -3, 7, -6, 0.9, -14, 5, 6, 1
- NC(=O)CSc1nnc(COc2ccccc2)n1CCc1ccccc1
→ -11, 4, -8, 7, 0.5, 0, -3, 1, 4
- CC1=C(C(N)=O)C(c2ccc(Cl)cc2)n2nc(CCCO)nc2N1 (stereo unspecified)
→ -1, -6, 6, 1, -1.0, -4, 4, -1, 2
- O=Cc1cn(Cc2ccccc2)nc1-c1cccnc1
→ 6, 4, 6, -1, -0.1, 1, 0, 1, 1
- CCOc1ccccc1CN1CCN(Cc2nc3c(s2)CCCC3)CC1CCO (stereo unspecified)
→ 9, -5, 0, -3, -1.6, 4, -7, -3, 1
- CC1(C)CC(=O)C2=C(C1)N(c1ccccc1)C(=O)C(C(=O)OCc1ccccc1)C2 (stereo unspecified)
→ -6, 3, 2, 3, 0.9, -1, 0, /, 4
- COc1cc(OC)cc(-c2c(-c3cccs3)c3cc(-c4ccc(OC)nc4)ccc3n2C)c1
→ 0, -2, 0, 6, -0.2, -5, 8, -1, 2
- Cc1noc(C)c1C(=O)Nc1sc2c(c1C(N)=O)CCCCC2
→ -8, -1, -5, 4, 0.8, -13, 6, 2, 0
- CCN(C)C1CN(Cc2cn(Cc3cccc(Cl)c3)nn2)S(=O)(=O)C1 (stereo unspecified)
→ /, 0, -8, -4, /, 0, 5, /, 1
- OCCN(Cc1ccccc1)CC(O)COc1ccc2c(c1)OCO2 (stereo unspecified)
→ -15, -3, 0, -1, -1.6, -12, -1, 0, 1
- COc1ccc(F)cc1C(=O)C1CCCN(C(=O)c2ocnc2C)C1 (stereo unspecified)
→ -6, -1, 1, 4, -2.7, 1, 4, 2, 3

Continued.
The line under a structure holds: CRFBP-R2 block, M5 ag, CHRM5 PAM, CHRM5 antagonist, CRFBP-R2 agonist, CHRM4 antagonist, CHRM4 PAM, IDE cell inh, CHRM4 agonist
- CN(C)CCN1C(=O)NC(C)(c2ccc([N+](=O)[O-])cc2)C1=O (stereo unspecified)
→ 5, -11, -1, 12, -1.9, 0, 2, 2, 1
- C[C@@H]1CN([C@@H](C)CO)C(=O)c2cc(NS(C)(=O)=O)ccc2O[C@@H](C)CCCCO[C@H]1CN(C)Cc1ccc2c(c1)OCO2
→ -11, -1, 1, 2, -0.7, -9, 2, /, 1
- O=C(OCC(=O)N1CCCC1=O)c1ccc(F)c(S(=O)(=O)N2CCOCC2)c1
→ 7, 0, 4, 7, -0.6, 6, -5, -3, 1
- CN1C(=O)C(Cl)(Cl)C(=O)c2ccccc21
→ 17, -1, -2, 5, -1.8, -4, -5, /, 0
- S=c1[nH]nc(-c2ccccn2)n1/N=C/c1ccc(-c2ccccc2Br)o1
→ -6, -6, 17, 1, -2.8, -19, 0, /, 0
- COc1ccc(CN(C)CCc2ccccn2)cc1OC
→ 8, -3, 0, -4, 1.0, -4, 10, -3, 1
- CC(=O)N1CCN(S(=O)(=O)c2cccc(C(=O)OCc3ccc(F)cc3)c2)CC1
→ 6, 9, -7, -6, -0.9, -3, -11, /, 11
- CC(=O)Cn1c(=O)c2c(nc3n2CCCN3Cc2ccccc2)n(C)c1=O
→ -2, -1, -1, -1, 0.1, -1, -2, -2, 0
- O=C(COc1ccccc1-c1ccccc1)N/N=C/c1cccnc1
→ -3, -1, -13, 1, -4.5, 4, -9, 3, 5
- S=C(NCCc1ccccn1)Nc1ccccc1
→ 19, -3, 9, 0, 0.8, -8, -4, 0, 1
- N#Cc1c(N)nc(SC2CCCCC2=O)c(C#N)c1-c1ccco1 (stereo unspecified)
→ 106*, -2, -16, 5, 0.9, 11, -6, 4, 6
- O=C(COC(=O)c1cc(=O)c2ccccc2o1)NC1CCCCC1
→ -5, 2, -11, 7, 1.4, 13, -4, -5, 10
- Cc1ccc2nc(N3CCN(S(=O)(=O)c4ccc(C)c(Cl)c4)CC3)c(C#N)cc2c1
→ -47, 2, 0, 2, 15, 6, -1, 4, -1
- COc1ccccc1CN1C(=O)CN(C2CCCCCC2)C(=O)C1c1ccc(F)cc1 (stereo unspecified)
→ -32, -5, 2, -8, -0.6, 7, -4, 0, -2

Source: PubChem BioAssay (several laboratories)
